Assay outcomes as filed in PubChem BioAssay.
SUMO1-SIM PPI: modulators of SUMO1 protein-protein interactions, primary screen, biochemical, uHTS | Small ubiquitin-related modifier 1 (Homo sapiens), P63165 | SUMO1 binding to a labelled peptide, TR-FRET, 1 h | inhibition, % at 20 µM | 0.33% of 360,000 active | AID 602429, 2012; in the data active means inhibition above about 37%
Target sequence (P63165 whole entry, looked up): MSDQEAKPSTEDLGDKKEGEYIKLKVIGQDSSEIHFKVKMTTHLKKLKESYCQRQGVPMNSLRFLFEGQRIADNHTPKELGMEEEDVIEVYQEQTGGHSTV
NadD inh: inhibitors of S. aureus NadD, primary screen, biochemical, colorimetric, uHTS; Nicotinate-nucleotide adenylyltransferase NadD (Staphylococcus aureus N315); purified NadD enzyme, colorimetric absorbance read-out; inhibition, % at 20 µM; 0.78% of 360,000 active; AID 602399, 2012; in the data active means inhibition above about 26%; further: some compounds past the cut are filed as inactive
Rpn11 inh: Rpn11 (PSMD14) deubiquitinase inhibitors, primary screen, biochemical, fluorescence polarization, uHTS; 26S proteasome non-ATPase regulatory subunit 14 (Homo sapiens), O00487; calls only at 20 µM; human 26S proteasome, Ub4-pepOG fluorescence polarization; 20S core pre-blocked with epoxomicin; AID 588493, 2011; 0.59% of 360,000 active;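 active means inhibition at 20 µM, scaled to each plate's controls, above about 33%, limit read from the data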
Target sequence (O00487 whole entry, looked up): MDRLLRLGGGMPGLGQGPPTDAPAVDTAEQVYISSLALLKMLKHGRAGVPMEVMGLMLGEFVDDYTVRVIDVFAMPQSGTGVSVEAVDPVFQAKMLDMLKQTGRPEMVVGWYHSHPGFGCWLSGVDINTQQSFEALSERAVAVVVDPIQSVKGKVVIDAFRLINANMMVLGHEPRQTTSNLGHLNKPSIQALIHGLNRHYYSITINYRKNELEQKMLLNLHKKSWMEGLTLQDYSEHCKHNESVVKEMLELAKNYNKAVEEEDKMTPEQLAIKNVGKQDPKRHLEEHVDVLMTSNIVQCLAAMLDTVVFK
Scp1 inh: Scp-1 phosphatase inhibitors, primary screen, biochemical, colorimetric, uHTS | inhibition, % at 20 µM | AID 493091, 2011 | 0.88% of 340,000 active | Carboxy-terminal domain RNA polymerase II polypeptide A small phosphatase 1 (Homo … | Recombinant Scp1, phosphopeptide, malachite green phosphate absorbance;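 active means inhibition above about 50% at 20 µM, limit read from the data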;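 further: plate controls were DMSO wells with enzyme for no effect and wells lacking enzyme for full effect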
Target sequence (Q9GZU7 76-261 limits assumed): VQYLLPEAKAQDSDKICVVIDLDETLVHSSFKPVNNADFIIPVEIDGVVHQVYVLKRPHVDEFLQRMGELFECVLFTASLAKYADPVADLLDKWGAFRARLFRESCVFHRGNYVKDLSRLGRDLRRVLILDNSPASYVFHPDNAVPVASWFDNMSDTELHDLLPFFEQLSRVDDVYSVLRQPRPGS
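Assay system: SCP-1 catalytic fragment, aa 76-261 | Buffer or medium: Tris acetate buffer pH 5.5 with MgCl2 and Tween-20 | Compound: One concentration, 20 µM, with 1.0% DMSO | Also added: Phospho 17-mer peptide substrate | Signal: Absorbance at 630 nm | Incubation: 45 min enzyme reaction at room temperature | Measure: % inhibition of SCP-1 phosphate liberation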
LMPTP block: LMPTP phosphatase inhibitors, primary screen, biochemical, fluorescence intensity, uHTS. 0.22% of 360,000 active. Low molecular weight phosphotyrosine protein phosphatase (Homo sapiens), P24666. inhibition, % at 20 µM. AID 651560, 2012. recombinant LMPTP-A, OMFP fluorogenic substrate;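 active means compounds that cut the enzyme signal by at least half of the control window in the single-dose screen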;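 further: plate controls were DMSO wells with enzyme plus substrate for no effect and substrate without enzyme for full effect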
Target sequence (P24666 whole entry, looked up): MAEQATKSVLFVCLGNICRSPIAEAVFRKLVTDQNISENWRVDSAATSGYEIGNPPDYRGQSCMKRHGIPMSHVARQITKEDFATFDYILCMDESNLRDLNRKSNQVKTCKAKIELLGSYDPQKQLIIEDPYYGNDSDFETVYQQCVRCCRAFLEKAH
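Test system: LMPTP-A, protein tyrosine phosphatase of low molecular weight; Input: 0.625 nM enzyme; Incubation: 50 min dark incubation at room temperature; Signal: endpoint fluorescence intensity from OMFP dephosphorylation; Read-out basis: % inhibition versus control wells.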
SKN-1 block: suppressors of acrylamide-induced Pgst-4::GFP reporter in worms, primary screen, SKN-1 inhibitor project, whole organism, uHTS, GFP/RFP fluorescence ratio, strain VP596; C. elegans VP596 Pgst-4::GFP/RFP ratio, 24 h; 0.49% of 360,000 active; inhibition, % at 21.8 µM; AID 624304, 2012;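 active means interference check ratio from 0.5 to 1.5 plus GFP to RFP signal ratio inhibition reaching or exceeding a fixed threshold, cut at about 30% in these data, passing the limit was not always enough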; further: some compounds called inactive have numbers as strong as hits
CendR NRP1 mod: modulators of CendR peptide binding to NRP-1, primary screen, biochemical, fluorescence polarization, uHTS; FAM-RPARPAR peptide binding to NRP-1; 0.85% of 360,000 active; inhibition, % at 25 µM;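 active means inhibition or corrected inhibition above about 18%, plus a signal ratio from 0.5 to 1.5, limit read from the data, passing the limit was not always enough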; further: strong numbers were not always called active
STEP block: STEP phosphatase inhibitors, primary screen, biochemical, fluorescence intensity, uHTS; Tyrosine-protein phosphatase non-receptor type 5 (Homo sapiens), P54829; recombinant STEP, OMFP fluorogenic substrate; inhibition, % at 20 µM; 0.25% of 360,000 active; AID 588621, 2011;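 active means inhibition at 20 µM, scaled per plate between control wells, above about 37%, limit read from the data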;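 further: 0% = DMSO with enzyme and substrate and 100% = substrate only without enzyme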
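Measure: Control-normalized % inhibition with plate pattern correction | Test system: STEP phosphatase, cell-free reaction | Medium: pH 6.0 Bis-Tris with DTT and Tween 20 | Technique: Fluorescence, 480/540 nm | Times: Reaction 20 min, ambient temperature | Doses: Single compound dose of 20 µM, 1% DMSO final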
DNMT1 block: human DNMT1 methyltransferase inhibitors, primary screen, biochemical, molecular beacon, fluorescence, HinP1I cleavage, uHTS; DNA (cytosine-5)-methyltransferase 1 (Homo sapiens), P26358; inhibition (reported as % activation of signal), % at 10 µM; 0.83% of 360,000 active; AID 588458, 2011; in the data active means inhibition above about 50%
MT1-MMP act inh: blockers of MT1-MMP proenzyme processing, primary screen, HT1080 RFP-PRO-GFP cells, GFP/RFP fluorescence; Matrix metalloproteinase-14 (Homo sapiens), P50281; GFP/RFP ratio fluorescence, overnight; percent of plate control window, DMSO zero; GFP/RFP ratio change, % at 20 µM; 0.061% of 360,000 active; AID 651647, 2012;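 active means GFP/RFP ratio change of at least 30% with cell ATP level not reduced by more than half and red fluorescence within 50% of control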; further: strong numbers were not always called active
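Assay system – RFP-PRO-GFP reporter HT1080 cells · Compound dosing – single dose of 20 µM compound, 1% DMSO final · Incubation – overnight compound exposure at 37 °C · Measure – GFP/RFP fluorescence ratio · Benchmarks – DMSO wells and RFP-L50D-GFP cells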
An asterisk follows results filed as active; i = inactive; . = not tested or not shown.

#1 COCC(C)NC(=O)CSc1nc2cc(S(=O)(=O)N3CCCCC3)ccc2o1 (configuration not stated)
#2 CC1=NN(C(=O)Cc2ccc([N+](=O)[O-])cc2)C(O)(c2cccnc2)C1 (configuration not stated)
#3 COc1ccc(C2CC(=O)N3C(=C2C#N)SCC3(O)c2ccccc2)cc1 (configuration not stated)
#4 CS(=O)(=O)c1nc(-c2ccccc2)cc(C(F)(F)F)n1
#5 CCN(CC)S(=O)(=O)c1ccc(N2CCOCC2)c(NC(=O)c2cc([N+](=O)[O-])ccc2Cl)c1
#6 C[C@@H]1CN([C@H](C)CO)C(=O)CCCn2cc(nn2)CO[C@H]1CN(C)C(=O)c1ccccc1
#7 Cc1cccc(N2CCN(C(=O)CCCn3c(=S)[nH]c4cc5c(cc4c3=O)OCO5)CC2)c1C
#8 CC(=O)c1ccc(N2CCN(C(=O)c3cccs3)CC2)c(F)c1

screen / no.	1	2	3	4	5	6	7	8
SUMO1-SIM PPI	-2	-12	-19	-1	-5	-1	-16	1
NadD inh	-1	-5	-4	-2	-4	-6	56*	-3
Rpn11 inh	i	i	i	i	i	i	i	i
Scp1 inh	-2	2	-8	0	-6	.	-25	-5
LMPTP block	-1.1	-1.0	0.3	-0.6	0.1	-1.5	1.9	-1.0
SKN-1 block	12	-2	23	0	-10	-21	8	3
CendR NRP1 mod	-9	0	-15	10	5	12	-1	0
STEP block	0	0	0	-1	-4	-1	20	-2
DNMT1 block	-1	0	-9	0	2	9	-9	-1
MT1-MMP act inh	5	8	4	-9	2	1	2	4

#9 C=CC[C@@H](CC(=O)N[C@@H](CO)Cc1ccccc1)C(=O)NC[C@H](OC(=O)[C@@H](CC=C)Cc1ccc(F)cc1)c1ccccc1
#10 CC(C)C[C@H](NC(=O)Nc1cccc(Br)c1)C(=O)O
#11 Cc1ccnc(NC(=O)c2cc3ccccc3o2)c1
#12 N#Cc1ccccc1S(=O)(=O)N1CCN(CC(=O)NC(=O)NC2CCCCC2)CC1
#13 Cc1nn(C(C)(C)C)c(OC(=O)c2cccs2)c1Sc1ccccc1
#14 CC(C)CC1C(=O)N(Cc2cn(Cc3ccco3)nn2)CCS(=O)(=O)N1Cc1ccc(-c2cccc(N(C)C)c2)cc1 (configuration not stated)
#15 O=C(CN1C2=NCCN2c2ccccc21)c1ccco1
#16 Cc1ccn(CCC(=O)O)n1

screen / no.	9	10	11	12	13	14	15	16
SUMO1-SIM PPI	0	-4	3	0	0	4	-4	0
NadD inh	-1	-2	0	-3	-5	8	-2	0
Rpn11 inh	i	i	i	i	i	i	i	i
Scp1 inh	-8	-1	4	7	-11	.	-2	-6
LMPTP block	-0.7	0.7	1.8	-1.3	0.0	5.0	0.9	1.5
SKN-1 block	4	-6	2	-1	-16	22	-19	4
CendR NRP1 mod	-5	-4	-7	-2	0	-10	32*	14
STEP block	1	3	-2	-2	1	3	0	0
DNMT1 block	2	-2	1	3	-1	-20	2	1
MT1-MMP act inh	-2	2	4	0	-3	-2	-4	-3

#17 CCNC(=O)CSc1nnc(CN2CCCCCC2=O)n1-c1ccccn1
#18 CCN(CC)c1ccc(NC(=O)Nc2ccc(C(C)=O)cc2)cc1
#19 CC(C)(C)Cc1nnc(NC(=O)Cc2ccc([N+](=O)[O-])cc2)s1
#20 O=C(O)C1CCN(C(=O)c2csc(-c3ccc4c(c3)CCO4)n2)CC1
#21 O=C(CSc1nnc(-c2ccncc2)s1)Nc1ccc(Cl)c(C(=O)O)c1
#22 CCOC(=O)c1ccc(CNC(=O)c2cc(C(C)(C)C)oc2C)o1
#23 Cc1cc(C)n(CCCNC(=O)COc2ccc([N+](=O)[O-])cc2)n1
#24 CCOC(=O)c1sc(NS(=O)(=O)c2ccccc2Cl)nc1C

screen / no.	17	18	19	20	21	22	23	24
SUMO1-SIM PPI	-3	-2	-8	-3	4	-2	-11	6
NadD inh	-1	5	-6	7	-5	0	-6	0
Rpn11 inh	i	i	i	i	i	i	i	i
Scp1 inh	-5	-2	-9	0	8	2	-3	-7
LMPTP block	-0.7	0.2	2.7	-1.6	-1.2	-0.4	-0.4	-1.7
SKN-1 block	6	12	2	-9	11	-8	-11	24
CendR NRP1 mod	-5	-8	-1	0	-2	1	-5	-8
STEP block	2	-1	4	2	0	4	1	2
DNMT1 block	-1	-10	1	0	5	1	1	-2
MT1-MMP act inh	4	3	-2	4	3	-1	1	2

#25 COCC(=O)Nc1nnc(COc2ccccc2)s1
#26 CCN(C(=O)COC(=O)c1cc([N+](=O)[O-])ccc1N1CCOCC1)C1CCS(=O)(=O)C1 (configuration not stated)
#27 CN1C(N)=NC(=O)/C1=C/c1ccc(F)cc1
#28 C=CCOC(=O)C(C#N)c1nc2ccccc2nc1N1CCN(c2ccccc2OCC)CC1 (configuration not stated)
#29 Cc1cc(NCc2ccccn2)nc2ccccc12
#30 O=C(Nc1ccccn1)c1ccc2c(c1)OCO2
#31 COc1ccc(C2C3=C(Nc4ncnn42)c2ccccc2CCC3)cc1 (configuration not stated)
#32 CC(C)(CNC(=O)c1ccc(S(=O)(=O)N2CCCC2)cc1)N1CCOCC1

screen / no.	25	26	27	28	29	30	31	32
SUMO1-SIM PPI	2	-30	-22	-2	-4	5	-5	0
NadD inh	3	1	-9	6	-5	-5	7	-1
Rpn11 inh	i	i	i	i	i	i	i	i
Scp1 inh	0	-4	-3	-5	-8	-2	0	-3
LMPTP block	0.9	-1.6	-2.1	0.5	2.3	-1.6	-1.4	0.0
SKN-1 block	3	-5	10	2	7	4	7	7
CendR NRP1 mod	2	2	-7	0	5	1	5	-4
STEP block	-5	-1	-1	1	0	5	-2	-2
DNMT1 block	2	2	0	3	2	2	2	0
MT1-MMP act inh	-6	9	0	-4	0	-6	-5	-4

Continuation.
Order of values – SUMO1-SIM PPI, NadD inh, Rpn11 inh, Scp1 inh, LMPTP block, SKN-1 block, CendR NRP1 mod, STEP block, DNMT1 block, MT1-MMP act inh
#33 Cc1ccc(-n2ncc3c(NNC(=O)c4cccs4)ncnc32)cc1
 : 6, -4, i, -5, -0.1, 16, -8, 5, -5, 6
#34 C1CCC(NC2=NCCC2)CC1
 : 2, -7, i, -3, -2.0, -11, 9, -16, 18, -2
#35 CC1CCCN(C(=S)NCCc2ccccc2)C1 (configuration not stated)
 : -5, -4, i, -3, -0.3, 16, -6, 2, 5, 3
#36 COC(=O)c1oc2c(c1C)C(=O)CCC2
 : 2, -4, i, -2, 1.3, -13, 2, -1, 0, -1
#37 CCCCCn1c(=O)[nH]c2cc(C(=O)NCCN3C(C)CCCC3C)ccc2c1=O (configuration not stated)
 : -7, -6, i, -4, 0.3, 15, -3, 0, -2, .
#38 O=C(c1cccc(F)c1)N1CCCC(C(=O)N2CCCCC2)C1 (configuration not stated)
 : 5, -4, i, -7, -1.7, 24, 11, -2, 2, 1
#39 CC(C)NC(=O)N(Cc1ccccc1)Cc1cccs1
 : 2, -5, i, -4, -0.7, 1, 1, -2, 4, 2
#40 Cc1ccccc1-n1c(=O)c2c(n3cnnc13)-c1ccccc1CC21CCCCC1
 : -4, 11, i, 10, -1.2, 13, 0, 5, -4, 2
#41 CC(=O)C(=Cc1ccc(Cl)cc1)C(=O)c1ccccc1
 : 8, 0, i, ., -0.3, 10, 22*, 1, 5, -3
#42 O=C(/C=C/c1cccc(O)c1)c1cccnc1
 : -7, 1, i, -4, -0.7, 12, 17, 1, 2, 2
#43 O=C(NN1C(=O)NC2(CCCCC2)C1=O)c1ccc(-c2ccccc2Cl)o1
 : -13, -3, i, -3, 0.0, -1, 0, -2, 3, 1

Looked up by structure from the entries so far (five):
Order of values – SUMO1-SIM PPI, NadD inh, Rpn11 inh, Scp1 inh, LMPTP block, SKN-1 block, CendR NRP1 mod, STEP block, DNMT1 block, MT1-MMP act inh
#36 COC(=O)c1oc2c(c1C)C(=O)CCC2
 : 2, -4, i, -2, 1.3, -13, 2, -1, 0, -1
#33 Cc1ccc(-n2ncc3c(NNC(=O)c4cccs4)ncnc32)cc1
 : 6, -4, i, -5, -0.1, 16, -8, 5, -5, 6
#37 CCCCCn1c(=O)[nH]c2cc(C(=O)NCCN3C(C)CCCC3C)ccc2c1=O (configuration not stated)
 : -7, -6, i, -4, 0.3, 15, -3, 0, -2, .
#43 O=C(NN1C(=O)NC2(CCCCC2)C1=O)c1ccc(-c2ccccc2Cl)o1
 : -13, -3, i, -3, 0.0, -1, 0, -2, 3, 1
#40 Cc1ccccc1-n1c(=O)c2c(n3cnnc13)-c1ccccc1CC21CCCCC1
 : -4, 11, i, 10, -1.2, 13, 0, 5, -4, 2
